Bioassay records (PubChem BioAssay)
FLuc inh counter – firefly luciferase enzyme inhibitors, primary screen, artefact control for luciferase-based inhibitor screens, biochemical, luminescence, ATPLite | Luciferin 4-monooxygenase (Photinus pyralis), P08659 | 10 min | inhibition, % at 10 µM | actives 1.5% (n = 200,000);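 active means inhibition above about 50% when tested at 10 µM, limit read from the data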
Target sequence (P08659 whole entry, looked up): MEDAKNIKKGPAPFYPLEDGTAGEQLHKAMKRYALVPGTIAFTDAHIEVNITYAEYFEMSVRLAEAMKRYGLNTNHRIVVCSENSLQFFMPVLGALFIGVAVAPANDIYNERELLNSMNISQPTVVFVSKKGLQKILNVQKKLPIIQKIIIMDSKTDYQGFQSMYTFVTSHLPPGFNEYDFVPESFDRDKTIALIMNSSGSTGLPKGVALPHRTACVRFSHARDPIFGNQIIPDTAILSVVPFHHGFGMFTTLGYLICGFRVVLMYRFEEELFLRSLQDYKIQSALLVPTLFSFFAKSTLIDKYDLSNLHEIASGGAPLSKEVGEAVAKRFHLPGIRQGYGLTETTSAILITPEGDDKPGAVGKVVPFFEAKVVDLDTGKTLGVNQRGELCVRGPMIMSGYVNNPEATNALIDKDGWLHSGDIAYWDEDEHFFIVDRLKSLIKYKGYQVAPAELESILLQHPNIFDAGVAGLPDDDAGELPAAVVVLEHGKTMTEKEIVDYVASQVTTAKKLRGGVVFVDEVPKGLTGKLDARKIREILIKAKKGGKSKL
PMI act – activators of human PMI, primary screen, biochemical, fluorescence intensity, near-Km mannose 6-phosphate. Mannose-6-phosphate isomerase (Homo sapiens), P34949. purified human PMI, coupled resazurin fluorescence, 20 min; stronger effect = higher value; 1 = vehicle control, 0 substrate-free wells. activation factor at 20 µM. actives 0.005% (n = 190,000). AID 1214, 2008;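 active means activation factor of 2 or more at 20 µM, relative to plate controls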
Target sequence (P34949 whole entry, looked up): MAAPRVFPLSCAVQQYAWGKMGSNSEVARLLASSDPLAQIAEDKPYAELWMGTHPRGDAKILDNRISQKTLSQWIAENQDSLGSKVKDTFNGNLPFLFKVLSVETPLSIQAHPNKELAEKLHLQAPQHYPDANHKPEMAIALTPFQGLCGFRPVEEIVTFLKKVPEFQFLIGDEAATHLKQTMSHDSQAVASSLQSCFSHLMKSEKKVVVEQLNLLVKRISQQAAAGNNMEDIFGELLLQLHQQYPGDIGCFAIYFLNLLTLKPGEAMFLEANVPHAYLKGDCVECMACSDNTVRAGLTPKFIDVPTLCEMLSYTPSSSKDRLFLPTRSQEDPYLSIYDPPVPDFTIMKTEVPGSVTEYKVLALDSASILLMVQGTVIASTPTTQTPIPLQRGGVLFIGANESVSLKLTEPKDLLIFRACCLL
TNAP inh hi DEA – human TNAP enzyme inhibitors, primary screen, biochemical, luminescent, high phosphate acceptor level, uHTS | purified TNAP, CDP-star luminescence, 1 M DEA | inhibition, % at 20 µM | actives 0.03% (n = 200,000) | AID 1135, 2008;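 active means over 50% inhibition of tissue-nonspecific alkaline phosphatase at 20 µM in the single-dose screen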;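 further: plate controls were DMSO wells for no effect and EDTA-quenched wells as full inhibition for full effect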
PMI act hi M6P – human PMI activators, high substrate, primary screen, biochemical, fluorescence intensity, near-saturating mannose 6-phosphate; coupled PMI enzyme assay, resazurin fluorescence, 20 min; stronger effect = higher value; 1 = untreated enzyme, 0 = substrate-free blank; Mannose-6-phosphate isomerase (Homo sapiens), P34949; actives 0.34% (n = 190,000); activation factor at 20 µM; AID 1216, 2008;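 active means activation factor of 2 or more at 20 µM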
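Material: human phosphomannose isomerase with PGI, G6PDH, diaphorase coupling enzymes / Reagent: Man-6-P substrate 1.0 mM / Dosing: single compound dose of 20 µM, 1% DMSO final / Incubation: enzyme reaction with compound 20 min at room temperature / Signal: resorufin fluorescence (Ex 544/Em 590 nm) from resazurin via diaphorase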
FLuc stim CS – FLuc activators, initial screening, artefact control for FLuc-dependent activation tests, biochemical, ATPlite luminescence; 200,000 tested, under 10 active; ATPlite luciferase biochemical, 10 min; 0 = ATP-free wells, 1 = DMSO control; activation factor at 10 µM; AID 1027, 2008;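 active means luciferase activation factor, scaled between plate controls, of at least 2 with compound at 10 µM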
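System: cell-free luciferase reagent; medium: PBS as buffer for the ATP substrate; doses: test compounds dosed from 2 mM stocks in 100% DMSO; incubation: 10 min, room temperature; measured by: luminescence from luciferase reaction; read-out: luciferase activation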
bIAP activator – bovine intestinal alkaline phosphatase activators, primary screen, biochemical, bovine IAP, CDP-star luminescence; alkaline phosphatase, intestinal [Bos taurus]; purified bovine IAP, 30 min; stronger effect = higher value; fold of DMSO-control signal, blank-subtracted; activation factor at 20 µM; actives 0.17% (n = 200,000); AID 1016, 2008;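 active means activation factor of 2 or more at 20 µM, a signal rise over negative controls twice the positive control's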
NF-kB neuron act – activators of NF-kB expression in neurons, primary screen, cell-based, HTS. actives 1.6% (n = 190,000). fold change at 12.5 µM. human neuronal cells, NF-kB reporter expression; stronger effect = higher value. AID 1239, 2008; in the data active means fold change above about 3.3
TNAP inh noacc – human TNAP enzyme inhibitors, primary screen, biochemical, luminescent, no phosphate acceptor, uHTS; actives 0.26% (n = 200,000); inhibition, % at 20 µM; purified TNAP, CDP-star luminescence, 30 min; AID 1012, 2008;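 active means tissue-nonspecific alkaline phosphatase inhibition above about 50% at 20 µM in the single-dose screen, limit read from the data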;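 further: 0% = DMSO negative control and 100% = EDTA positive control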
TNAP act hiacc – TNAP activators at high phosphate acceptor level, primary screen, biochemical, luminescence, uHTS. purified TNAP, CDP-star luminescence, 1 M DEA, 30 min; stronger effect = higher value; 0 = EDTA background, 1 = DMSO-only activity. activation factor at 20 µM. 200,000 tested, under 10 active. AID 1136, 2008;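 active means activation factor at least 2 at 20 µM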
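Control set: EDTA negative control, DMSO positive control / Assay system: human TNAP / Quantity: TNAP 1/800 final / Evaluation: TNAP activation factor scaled between EDTA and DMSO control wells / Measured by: luminescent substrate turnover signal / Compound dosing: one dose, 20 µM / Times: 30 min enzyme reaction at room temperature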
APP 5'UTR act – activators of APP 5'UTR luciferase reporter, primary screen, SH-SY5Y cells; SH-SY5Y APP 5'UTR luciferase reporter, luminescence; zero percent = DMSO vehicle wells; activation, % at 2 µM; actives 1% (n = 190,000); AID 1276, 2008;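 active means activation above a set limit, based on mean plus 3 SD of controls, cut at about 140% in these data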; further: values of inactives mirror those of a sister screen read the other way
The depositor's hits bear a star; . = not tested or not shown. Rows are unselected; 3.6% or so of the library scored in one or more.

mol,FLuc inh counter,PMI act,TNAP inh hi DEA,PMI act hi M6P,FLuc stim CS,bIAP activator,NF-kB neuron act,TNAP inh noacc,TNAP act hiacc,APP 5'UTR act
O=C(N/C(=N\O)c1ccccc1)Nc1ccc(Cl)cc1,41,0.8,-6,0.8,0.6,0.6,1.4,-9,1.1,15
CC(=O)Nc1ccc(S(=O)(=O)CCC#N)cc1,4,1.1,-2,1.1,1,1.2,1.3,-10,1,-3
O=C(Nc1c(Cl)cccc1Cl)c1cc(=O)n(Cc2ccccc2)c(=O)[nH]1,0,1,0,1,1,0.9,1.3,-8,1,-1
Clc1ccc(-c2ccnc(-n3cccc3)n2)s1,-8,0.9,-5,0.9,1.1,0.8,1.2,-7,1.1,13
O=S(=O)(NC1=NCCCCC1)c1cccs1,-6,0.9,-4,0.9,1.1,1,1.2,-4,1,-8
CCOC(=O)/C(=C/c1ccc(Cl)cc1)NC(=O)c1ccco1,-3,1,-3,1,1,0.9,1.1,-10,1,6
Fc1ccc(NC(=S)Nc2cccnc2)c(F)c1F,-7,1,-1,1,1.1,0.8,1,6,1,1
CC(=O)c1c(C)[nH]c(C(=O)COC(=O)c2ccc3c(=O)n4c(nc3c2)CCC4)c1C,-6,0.9,-1,1,1.1,0.6,0.73,-6,1,12
O=C(COC(=O)c1ccc(-c2ccc([N+](=O)[O-])cc2)o1)NC(=O)NC12CC3CC(CC(C3)C1)C2,-8,0.9,-5,1,1.1,1,1,4,1.1,3
O=C(CC(c1ccccc1)c1ccccc1O)NCc1ccco1 (stereo not given),-6,0.9,-5,0.9,1.1,0.9,1,-7,1,3
O=C(O)c1ccc(NC(CSCc2cccc(F)c2)C(=O)O)c([N+](=O)[O-])c1 (stereo not given),2,1,5,1,1,0.9,1.1,-1,0.9,-5
COc1ccc(OC)c(NC2c3ccccc3C(=O)N2c2cccnc2)c1 (stereo not given),-7,1.1,-8,0.8,1.1,0.9,0.83,16,1.1,-10
COc1ccc(N2CC(C(=O)OCC(=O)NCc3ccccc3)CC2=O)cc1 (stereo not given),-7,0.9,-5,1,1.1,1,1.1,-14,1.1,-4
O=C(c1ccco1)c1coc2c1cc(O)c1ccccc12,-2,0.9,-2,0.5,1,0.9,1.3,-7,1,60
Cc1nc(NC(=O)c2ccccc2)sc1-c1csc(Nc2cccc(Cl)c2)n1,-4,1,-4,0.8,1,1,1,-9,1,7
COc1ccc(NC(=O)c2ccc(COCC(F)(F)F)cc2)cc1OC,3,0.8,0,1,1,0.8,1,-13,1,-23
O=C(Oc1cccnc1)c1cc2ccccc2oc1=O,-6,1,-2,1.1,1.1,0.9,1.1,0,1,15
CC(C)N(CC#CCC1(O)c2ccccc2-c2ccccc21)CCO,-4,0.6,2,0.7,1,0.9,0.98,8,1,3
CSc1nc2ccc(S(=O)(=O)Nc3c(C)n(C)n(-c4ccccc4)c3=O)cc2s1,-8,0.9,0,1,1.1,1,0.45,-10,1,12
COc1cc(C)ccc1OCCOCCOc1cccc2ccc(C)nc12,-8,0.9,-6,0.9,1.1,1.1,0.91,-6,1.1,23
COc1ccc(Cc2noc(CN(C)C3CC(C)(C)NC(C)(C)C3)n2)cc1OC,-5,1.1,-3,1.1,1,1.2,.,-11,1,-11
COc1cc(CC(=O)OCC(=O)NC2CCCCC2)cc(OC)c1OC,-5,1.2,-2,1.1,1.1,1.1,1.2,-4,1,-5
Cc1ccc(C2CC2C(=O)NNC(=S)Nc2cccc(Cl)c2)cc1 (stereo not given),-7,0.9,4,1,1.1,1,1,-119,1,16
Cc1sc(NC(=O)c2ccco2)c(CN2CCC(C)CC2)c1C,-2,0.9,-11,1,1,0.7,1.5,-12,1.1,5
CCN(CC)S(=O)(=O)c1ccc(C(=O)NNc2nc(-c3ccccc3)c3cc(Br)ccc3n2)cc1,-5,0.9,14,1,1,1,0.71,-81,0.9,19
CCOc1ccc(CCNS(=O)(=O)c2cnc[nH]2)cc1OCC,-1,0.9,1,0.9,1,1.1,0.98,-3,1,4
CCOC(=O)NC(=O)C(=CNNc1ncc(C(F)(F)F)cc1Cl)C(=O)NC(=O)OCC,-3,1.2,-3,1.1,1,1.1,1.1,-12,1,1
O=C(Cn1c(=O)sc2ccccc21)NCc1ccccn1,-2,0.9,-2,0.9,1,0.9,1.5,-15,1,19
Cc1nc(N2C(=O)C(=O)/C(=C(/O)c3ccccc3)C2c2ccco2)sc1C (stereo not given),-7,1.1,-2,1,1.1,1,1.1,-11,1,-5
COc1cccc2cc(-c3nc4ccccc4o3)c(=O)oc12,60*,1.1,6,1.1,0.4,1,3,-4,0.9,122
CCOC(=O)c1cnc2c(-c3ccccc3)cnn2c1N,75*,1.1,-7,1,0.3,0.9,7.4*,-10,1.1,124
COc1ccc(-c2cc(C(F)F)n3ncc(C(=O)Nc4ccc(C(=O)N5CCOCC5)cc4)c3n2)cc1,-6,0.8,-7,0.8,1.1,1,0.53,-6,1.1,-19
CCO/C=C1/C(=O)N(c2ccccc2OC)C(=O)c2ccccc21,-4,1.4,-5,1,1,1,1.7,-12,1,-5
Cc1ccc(S(=O)(=O)n2nc(OC(=O)C3CCCCC3)cc2N)cc1,0,1,-3,1,1,0.8,0.9,-5,1,16
Cc1ccc(OCC(=O)Nc2ccc(N3CCCC3)cc2)cc1C,0,1.3,1,1.2,1,1,0.93,-3,1,-9
Cc1cccc(OCC(=O)OC2CCN(C)CC2)c1,-6,1.1,-1,1.1,1.1,1,1.1,-3,1,8
Cc1nc2cc(NCc3cccs3)ccc2n1C,17,0.8,-1,0.6,0.8,1,2.1,-9,1,122
Cc1ccc2c(CNCc3ccco3)cc(=O)oc2c1,7,1.1,2,1.1,0.9,1,1.6,0,1,25
CCCN1C2=NCCN2c2cc(C)c(C)cc21,1,1,6,1,1,1,1.1,0,0.9,-1
COc1ccccc1Oc1ccc2c(c1)C(=O)N(c1cccc(O)c1)C2=O,4,0.9,-8,0.8,1,0.9,1.1,-9,1.1,-13

Complete entries, looked up by structure.
CCCN1C2=NCCN2c2cc(C)c(C)cc21 reads FLuc inh counter = 1; PMI act = 1; TNAP inh hi DEA = 6; PMI act hi M6P = 1; FLuc stim CS = 1; bIAP activator = 1; NF-kB neuron act = 1.1; TNAP inh noacc = 0; TNAP act hiacc = 0.9; APP 5'UTR act = -1
Cc1ccc2c(CNCc3ccco3)cc(=O)oc2c1 reads FLuc inh counter = 7; PMI act = 1.1; TNAP inh hi DEA = 2; PMI act hi M6P = 1.1; FLuc stim CS = 0.9; bIAP activator = 1; NF-kB neuron act = 1.6; TNAP inh noacc = 0; TNAP act hiacc = 1; APP 5'UTR act = 25

More entries follow.
mol,FLuc inh counter,PMI act,TNAP inh hi DEA,PMI act hi M6P,FLuc stim CS,bIAP activator,NF-kB neuron act,TNAP inh noacc,TNAP act hiacc,APP 5'UTR act
O=C(O)C1CC=CCC1C(=O)Nc1ccccc1C(=O)N1CCN(c2ccc(F)cc2)CC1 (stereo not given),-5,1.1,-6,1,1,1,1.2,-4,1.1,-11
COCCOC(=O)C1=C(C)NC2=C(C(=O)CC(C)(C)C2)C1c1ccc(N(C)C)cc1 (stereo not given),-11,1.2,-9,1,1.1,1,0.88,-11,1.1,1
Cc1ccc(OCC(=O)NC2CCCc3ccccc32)c(C)c1 (stereo not given),-8,0.9,-1,1,1.1,0.9,1.1,-9,1,4
O=C(Nc1ccccc1)N1CCN(C(=O)Nc2ccccc2)CC1,-3,1,-2,1,1,1,1.1,-8,1,24
Cc1nc2nc(-c3cccnc3)[nH]n2c(=O)c1C,2,0.9,-4,0.9,1,1,0.86,-11,1,2
Cc1c(N2C(=O)c3cccc4cccc(c34)C2=O)c(=O)n(-c2ccccc2)n1C,0,1,-6,1.1,1,1,1.3,-9,1.1,-19
COc1ccc(/C(O)=C2/C(=O)C(=O)N(CCN(C)C)C2c2ccccn2)cc1OC (stereo not given),-11,1.5,2,1.9,1.1,1,1.1,-5,1,9
Cc1ccnc(SCc2cc(=O)c(OC(=O)c3ccc(Cl)c([N+](=O)[O-])c3)co2)n1,0,0.9,-7,0.9,1,0.9,0.97,0,1.1,-7
CCCCc1nnc(NC(=O)C=C(C)C)s1,0,0.8,-4,0.9,1,0.9,1.4,-11,1,14
CC1(C)NC(=O)N(CC(O)COc2ccc(N3C(=O)c4ccccc4C3=O)cc2)C1=O (stereo not given),-5,0.8,-2,0.5,1.1,0.9,1.1,-8,1,-4
COc1cc(C(=S)N2CCN(c3cccc(Cl)c3)CC2)ccc1O,-9,0.4,-4,0.7,1.1,0.9,.,-6,1,-6
